BLM inh: Bloom syndrome helicase (human) inhibition | recombinant BLM DNA unwinding, fluorescence dequenching | Potency, µM (doses to about 56.1 µM), inactives show at the top dose activity change, negative = inhibition, actives largely listed as inhibitors | AID 2528 | 350,000 compounds, 0.2% hits;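 also: plate controls were vehicle for no effect and no enzyme for full effect; nearly all actives have a fitted effect of over 35% in size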
HP1b binding inh: inhibitors of HP1-beta chromodomain binding to methylated histone tails. P83916. 390,000 compounds, 0.56% hits. AlphaScreen HP1-beta / biotin-H3K9me3 peptide binding. AID 540317. Potency, µM (top dose mostly 114 µM), for the others: top-dose activity change, negative = inhibition, actives largely listed as inhibitors; also: nearly all actives have a fitted effect of over 70% in size; inactives centre near 23
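AlphaScreen: HP1-beta (50 nM) preformed 30 min with biotin-H3(1-18)K9me3 peptide (50 nM) in PBS pH 7.4, 0.01% Tween-20. Compound added for 30 min at RT, then streptavidin donor/nickel chelate acceptor beads (10 ug/mL) for 30 min.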
JMJD2A Tudor: inhibitors of human JMJD2A Tudor domain; O75164; AlphaScreen JMJD2A-Tudor / H3K4me3 peptide binding; AID 504339; Potency, µM (doses to about 114 µM), for the others: at the highest dose activity change, negative = inhibition, actives largely listed as inhibitors; 390,000 compounds, 4.4% hits; also: % is scaled to controls: 0 for no effect and ±100 for the full control effect; nearly all actives have a fitted effect of over 50% in size
G9a inh: G9a (human) methyltransferase inhibition; Q96KQ7; G9a H3K9 monomethylation, AlphaScreen, 2 h; Potency, µM (titrated, usually from 102 µM), for the others: top-dose activity, negative = inhibition, hits mostly inhibitors; 350,000 compounds, 8.8% hits; AID 504332; also: % is scaled to controls: 0 for no effect and ±100 for the full control effect; nearly all actives have a fitted effect of over 75% in size
Target sequence (Q96KQ7 913-1193 limits assumed): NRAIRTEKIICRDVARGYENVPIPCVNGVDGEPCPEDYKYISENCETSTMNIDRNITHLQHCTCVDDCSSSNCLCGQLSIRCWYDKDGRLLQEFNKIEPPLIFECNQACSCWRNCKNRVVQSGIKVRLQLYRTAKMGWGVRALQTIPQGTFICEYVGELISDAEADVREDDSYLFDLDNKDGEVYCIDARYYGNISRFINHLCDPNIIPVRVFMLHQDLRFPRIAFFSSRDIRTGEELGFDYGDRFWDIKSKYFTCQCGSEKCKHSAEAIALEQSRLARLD
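Compounds were preincubated with 20 nM G9a for 15 min, after which biotinylated H3K9 peptide (500 nM) and SAM (20 uM) started a 2 h room-temperature reaction. Monomethylated product was quantified by antibody-based AlphaScreen chemiluminescence.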
Pin1 inh: inhibitors of human Pin1. Pin1 FP peptide displacement, HiFluor488, 10 min. Potency, µM (series often up to 115 µM), for the others: at the highest dose activity, negative = inhibition, hits mostly inhibitors. 390,000 compounds, 0.009% hits; active = well fitted inhibition curve with a large enough effect in the polarisation, with a control signal flat, not every such curve was filed as active; inconclusive = small, poorly fitted or top-dose-only effect, or effect the other way, or a change in a side signal; inactive = no such curve, though single readings can be large or run the other way; the % refers to the polarisation; also: % is scaled to controls: 0 for no effect and ±100 for the full control effect
Target sequence (Q13526 whole entry, looked up): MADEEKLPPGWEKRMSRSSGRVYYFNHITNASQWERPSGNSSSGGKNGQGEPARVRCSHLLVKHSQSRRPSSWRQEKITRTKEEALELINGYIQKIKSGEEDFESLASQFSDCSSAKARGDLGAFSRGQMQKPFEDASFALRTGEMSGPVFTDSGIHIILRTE
Tb PGK inh: blocks T. brucei phosphoglycerate kinase | PGK/GAPDH coupled, Kinase-Glo luminescence, 60 min | Potency, µM (series often up to 57.5 µM), for inactives: at the highest dose activity change, negative = inhibition, most hits filed as inhibitors | 380,000 compounds, 0.043% hits | AID 602233; also: % is scaled to controls: 0 for no effect and ±100 for the full control effect; nearly all actives have a fitted effect of over 60% in size
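Luminescent ATP detection (Kinase-Glo Plus) follows a 60-minute room-temperature incubation, with wells lacking PGK as controls. Buffer: 100 mM TEA (pH 7.6), 5 mM MgCl2, 0.01% Tween-20. Coupling enzyme GAPDH (100 nM final) supplies unstable 1,3-BPG in-well.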
GLS inh: inhibitors of human glutaminase (GLS). O94925. GLS enzymatic activity, qHTS titration. Potency, µM (series often up to 45.5 µM), for inactives: at the highest dose activity change, negative = inhibition, actives largely listed as inhibitors. 410,000 compounds, 0.21% hits; also: % is scaled to controls: 0 for no effect and ±100 for the full control effect
Target sequence (O94925 whole entry, looked up): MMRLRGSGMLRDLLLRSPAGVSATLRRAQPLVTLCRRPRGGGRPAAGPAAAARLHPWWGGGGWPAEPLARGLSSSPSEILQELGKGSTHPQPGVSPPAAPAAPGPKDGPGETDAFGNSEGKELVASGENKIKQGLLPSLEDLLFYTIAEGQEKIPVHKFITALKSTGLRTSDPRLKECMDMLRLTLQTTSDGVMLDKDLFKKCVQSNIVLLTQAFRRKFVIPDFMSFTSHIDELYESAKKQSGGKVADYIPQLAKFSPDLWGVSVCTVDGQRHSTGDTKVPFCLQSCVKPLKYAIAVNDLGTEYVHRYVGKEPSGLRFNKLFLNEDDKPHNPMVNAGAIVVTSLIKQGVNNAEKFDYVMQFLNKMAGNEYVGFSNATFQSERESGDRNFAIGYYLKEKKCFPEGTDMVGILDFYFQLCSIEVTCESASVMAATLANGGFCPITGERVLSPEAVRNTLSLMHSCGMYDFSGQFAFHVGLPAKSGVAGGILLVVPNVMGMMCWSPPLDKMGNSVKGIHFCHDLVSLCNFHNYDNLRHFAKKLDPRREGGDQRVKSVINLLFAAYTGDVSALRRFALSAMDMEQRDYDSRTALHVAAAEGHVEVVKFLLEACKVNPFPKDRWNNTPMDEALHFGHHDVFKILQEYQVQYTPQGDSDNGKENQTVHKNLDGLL
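hKGA in 45 mM KH2PO4 pH 8.2, 0.02% Tween-20 with pin-transferred compounds; 1 mM L-glutamine (stock) plus glutamate oxidase/HRP/Amplex Red coupling added. Fluorescence read initially and after 30 min at RT.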
Pol iota inh: inhibitors of human DNA polymerase iota | Potency, µM (titrated, usually from 115 µM), without a hit: top-dose activity, negative = inhibition, usual class: inhibitors | Pol iota fluorescent replication assay, 10 min | 390,000 compounds, 1% hits | Q9UNA4
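Pol iota at 10 nM preincubated 15 min with compounds at room temperature; reaction started with fluorescent substrate, 50 nM final. Fluorescence read kinetically at 0 and 10 min; buffer-only wells as negative control.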
BAZ2B inh: inhibitors of human BAZ2B bromodomain; AID 504333; 360,000 compounds, 4.4% hits; AlphaScreen BAZ2B-H3K14Ac peptide displacement; Q9UIF8; Potency, µM (highest dose often 114 µM), inactives show top-dose activity change, negative = inhibition, hits mostly inhibitors; also: % is scaled to controls: 0 for no effect and ±100 for the full control effect; nearly all actives have a fitted effect of over 60% in size
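Protein-peptide AlphaScreen: BAZ2B 50 nM, b-H3K14Ac 50 nM, 1x PBS pH 7.4 + 0.01% Tween-20. Preincubation 30 min RT; cpd 30 min RT (top 110 uM); beads 20 min RT, light-protected.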
Numbers without * were called inactive; i = inactive; ? = inconclusive; · = not tested or not shown; [ ] = remark or other dose. Unless noted, calls follow the shape of the dose curve; as a rule, active = well fitted curve in the direction sought with a large enough effect; inconclusive = small, poorly fitted or top-dose-only effect, or another doubt; inactive = no such curve, though single readings can be large; an effect the other way counts as inactive or inconclusive. Potency is read from the fitted curve at half-maximal effect. The list is partial; rates above refer to the full screens.

SMILES	BLM inh	HP1b binding inh	JMJD2A Tudor	G9a inh	Pin1 inh	Tb PGK inh	GLS inh	Pol iota inh	BAZ2B inh
Cc1ccc(NC(=S)N2CCC(NC(=O)c3ccc(C)cc3)CC2)cc1	1%	-5%	-18%	79µM*	-10%	-3%	10%	46%[activator]	-1%
O=C1CC(c2ccccc2)Sc2nc(-c3ccc(F)cc3)nn21 (configuration not stated)	-2%	31%	-3%	?	-12%	5%	-2%	29%	0%
CS(=O)(=O)N1CCN(c2ccc(NC(=O)Cc3ccccc3)cc2)CC1	0%	18%	-7%	2%[12.7 µM]	2%	-4%	-21%	0%	2%
COc1cc(OC)c(OC)cc1/C=C1\SC(N2CCCCC2)=NC1=O	-4%	-8%	-28%	?	18%	-5%	14%	-17%	-17%
CCOC(=O)N1CCN(C(=O)c2cnn3c(C(F)F)cc(-c4ccc(C)cc4)nc23)CC1	-1%	33%	-4%	-11%[59 µM]	-5%	i	2%	11%	5%
N#CC1=C(N)C(C#N)(C#N)[C@H](c2ccncc2)[C@H]2CN(C(=O)OCc3ccccc3)CC=C12	-10%	27%	-21%	?	?	-10%	-3%	?	4%
Cc1ccc(-c2nn(-c3ccccc3)cc2C=O)o1	-22%	-7%	-35%	40µM*	3%	-2%	-3%	85%[activator]	-12%
COc1cccc(NC(=O)CCNC(=O)N2CC(=O)Nc3ccccc32)c1	0%	19%	-6%	-11%[0.501 µM]	-2%	1%	5%	0%	-1%
CC(C)(C)NC(=O)NC(=O)CN1CCN(c2ncc(C(F)(F)F)cc2Cl)CC1	0%	45%[activator]	-2%	?	1%	-9%	-25%	10%	0%
COc1cccc(CNS(=O)(=O)/C=C/c2ccc(OC)c(OC)c2)c1	-2%	5%	-5%[11.4 µM]	10%	-3%	-2%	1%	39%[activator]	1%
COc1ccc2c(c1)c(=O)c(S(=O)(=O)c1ccccc1)cn2CC(=O)Nc1ccc(C)c(Cl)c1	-6%	19%	-19%	-8%[59 µM]	23%	-10%	5%	35%[activator]	-21%
Cc1cc(C)n(CC(O)Cn2c(C)c(C)c3ccccc32)n1 (configuration not stated)	0%	?	3.5µM*	13µM*	-1%	-10%	15%	10%	35µM*
O=C(OCc1nc2ccc(Cl)cc2n1CCO)c1ccc(O)cc1	2%	32%	-5%	14%[2.33 µM]	0%	i	2%	22%	-35%
CCC1(c2ccccc2)NC(=O)N(CC(=O)NC2(C#N)CCCCC2)C1=O (configuration not stated)	·	17%	-1%	?	-3%	0%	17%	14%	14%
COc1ccccc1C(=O)Nc1nnc(SCc2cc(=O)c3cc(Cl)ccc3[nH]2)s1	-27%	8%[57 µM]	-29%	-3%[59 µM]	24%	0%	4%	-22%	-4%
CC(C)c1ccc(NC(=O)c2ccc(F)c(S(=O)(=O)N3CCCC3)c2)cc1	3%	29%	-6%	-3%[59 µM]	1%	-8%	5%	10%	5%
CCC(OC(=O)c1cc2sccc2n1C)C(=O)NCC1CCCO1 (configuration not stated)	-1%	7%	-9%	4%[59 µM]	-11%	·	3%	-4%	1%
O=c1c(Cl)c(N2CCN(S(=O)(=O)c3ccc(F)cc3)CC2)cnn1-c1cccc(Cl)c1	-3%	45%[activator]	-3%	16%	-4%	i	-11%	-9%	-21%
CN(Cc1cccnc1)C(=O)CCCc1c[nH]c2ccccc12	2%	7%	-19%	?	2%	i	-18%	153%[activator]	-12%
CN(C)c1ccc(CNC(=O)Cn2c(-c3cccs3)cc3cc(Cl)ccc32)cc1	0%	49%[activator]	-8%	7%[59 µM]	0%	1%	12%	9%	-1%
COc1cccc(/C=N/NC(=O)C(=O)N2CCCCCC2)c1OC	0%	21%	-18%	45%	5%	-2%	0%	61%[activator]	-8%
Cc1cc(C)c(NC(=O)c2cc(C)nc3c2c(C)nn3-c2cccc(F)c2)c(C)c1	1%	29%	16%	-7%[59 µM]	-4%	-4%	0%	32%[activator]	10%[57.1 µM]
O=C(Cc1ccc(NC2=NC3CS(=O)(=O)CC3S2)cc1)Nc1ccc(F)cc1 (configuration not stated)	1%	45%[activator]	-4%	-3%	1%	i	-11%	5%	-26%
COc1ccc(F)cc1S(=O)(=O)NC1CC(C)(C)NC(C)(C)C1	2%	6%	-15%	·	-3%	-3%	-10%	-1%	7%
O=C(NNS(=O)(=O)c1ccc(Br)cc1)C1CCCCC1	-3%	23%	-13%	16%	0%	i	4%	39%[activator]	·

Reformatted with each value named: part of the list above
Molecule: COc1ccccc1C(=O)Nc1nnc(SCc2cc(=O)c3cc(Cl)ccc3[nH]2)s1
  BLM inh: -27%; HP1b binding inh: 8%[57 µM]; JMJD2A Tudor: -29%; G9a inh: -3%[59 µM]; Pin1 inh: 24%; Tb PGK inh: 0%; GLS inh: 4%; Pol iota inh: -22%; BAZ2B inh: -4%

Molecule: O=c1c(Cl)c(N2CCN(S(=O)(=O)c3ccc(F)cc3)CC2)cnn1-c1cccc(Cl)c1
  BLM inh: -3%; HP1b binding inh: 45%[activator]; JMJD2A Tudor: -3%; G9a inh: 16%; Pin1 inh: -4%; Tb PGK inh: i; GLS inh: -11%; Pol iota inh: -9%; BAZ2B inh: -21%

Molecule: N#CC1=C(N)C(C#N)(C#N)[C@H](c2ccncc2)[C@H]2CN(C(=O)OCc3ccccc3)CC=C12
  BLM inh: -10%; HP1b binding inh: 27%; JMJD2A Tudor: -21%; G9a inh: ?; Pin1 inh: ?; Tb PGK inh: -10%; GLS inh: -3%; Pol iota inh: ?; BAZ2B inh: 4%

Molecule: COc1cccc(CNS(=O)(=O)/C=C/c2ccc(OC)c(OC)c2)c1
  BLM inh: -2%; HP1b binding inh: 5%; JMJD2A Tudor: -5%[11.4 µM]; G9a inh: 10%; Pin1 inh: -3%; Tb PGK inh: -2%; GLS inh: 1%; Pol iota inh: 39%[activator]; BAZ2B inh: 1%

(listing goes on)
SMILES	BLM inh	HP1b binding inh	JMJD2A Tudor	G9a inh	Pin1 inh	Tb PGK inh	GLS inh	Pol iota inh	BAZ2B inh
CC(=O)N1C(c2ccccc2)CC(=O)OC1c1ccc2c(c1)OCO2 (configuration not stated)	-3%	23%	9%	9%	5%	i	4%	-14%	10%
COc1ccc(CN2CCNC(=O)C2CC(=O)NC2CCCCCCC2)cc1C (configuration not stated)	-3%	26%	-26%	?	-5%	11%	-7%	41%[activator]	-20%
Cc1cc(=O)oc2cc(OCC(=O)N3CCOCC3)c(Cl)cc12	·	35%	-6%	·	-1%	-2%	4%	21%	·
O=C(Nc1ccc(Cl)cc1)c1ccc2snnc2c1	-1%	39%[activator]	-3%	30%	-11%	-2%	2%	23%	-4%
O=C(COC(=O)c1cncc(Br)c1)Nc1ccc2c(c1)OCO2	-1%	16%	-10%	?	3%	0%	0%	81%[activator]	-12%
CCN(Cc1ccccc1)C(=O)C1CCN(Cc2ccc(SC)cc2)CC1	2%	?	20µM*	0%	-2%	-19%	5%	9%	-22%
CCOC(=O)N1CCN(C(=S)Nc2ccc(C)c(C)c2)CC1	6%	7%	-10%	27%[59 µM]	-2%	i	0%	159%[activator]	-10%
Cn1ncc(Cl)c1C(=O)N/N=C/c1ccccn1	1%	22%	?	61%[59 µM]	-3%	-8%	-7%	-6%	22µM*
O=C(NCC1CCCO1)c1ccc(CNS(=O)(=O)c2ccc(F)c(Cl)c2)cc1 (configuration not stated)	-6%	34%	-1%	2%	-1%	-4%	-19%	56%[activator]	-4%
CCOC(=O)Nc1ccc(C(N)=O)cc1	1%	10%	-12%	-1%	-7%	·	2%	19%	-4%
CCOc1ccc2nc(NS(=O)(=O)Cc3ccccc3)sc2c1	-2%	11%	-15%	?	0%	5%	-5%	3%	?
O=C1c2nccnc2C(=O)N1c1ccc(F)cc1	0%	27%	8%	15%	1%	-1%	0%	48%[activator]	-17%
CCc1c(C)n2nc(C)cc2[nH]c1=O	-1%	17%	-3%	-22%[12.7 µM]	4%	-1%	11%	4%	-38%
O=C(COC(=O)c1ccccn1)NCc1cccs1	·	14%	-8%	13%[2.33 µM]	-10%	3%	-2%	25%	8%
COc1cccc(Cn2c(C)c(CNCc3ccccc3Cl)c(C(=O)O)c2C)c1	1%	15%	-8%	-4%[59 µM]	4%	5%	0%	22%	-14%
Cc1c(C(=O)C(=O)NCc2cccs2)c2ccccc2n1C	0%	12%	-23%	-21%	0%	-1%	-3%	27%	-10%
C#CCSc1nnnn1-c1ccc(Br)c(C)c1	-6%	62%[activator]	5%	130%[activator]	4%	0%	-5%	-15%	17%
O=c1c2cc(Br)ccc2[nH]c(=S)n1Cc1ccccc1	-10%	48%[activator]	-6%	25%	2%	1%	-3%	45%[activator]	11%
O=C(CCCCCCCC(=O)N1CCCCC1)N1CCCCC1	·	5%	2%	·	4%	-11%	-3%	-8%	·
Cc1ccc2c(C)c(C(=O)NCCN3CCCC(O)C3)oc2c1C (configuration not stated)	-5%	55%[activator]	5%	-5%	7%	-4%	21%	10%	-10%
O=C(CSc1nc2ccccc2o1)N1c2ccccc2Sc2ccc(Cl)cc21	-3%	-1%	-9%	·	17%	-2%	-10%	-3%	8%
Cc1cc(C)cc(NC(=O)c2sc3nc4n(c(=O)c3c2C)N=C(c2ccccc2)CS4)c1	-2%	24%	-14%	9%[59 µM]	56%[activator]	-6%	-11%	37%[activator]	0%
C/C(=N\NC(=O)CCCCCNC(=O)c1ccccc1)c1ccccc1O	2%	-1%	-4%[57.1 µM]	18%[59 µM]	-1%	i	-7%	1%	5%
O=S(=O)(Nc1ccc(S(=O)(=O)Nc2ccccc2)cc1)c1ccccc1	-4%	14%	-21%	-28%	-11%	-2%	21%	94%[activator]	2%
CCOC(=O)N1CCN(C(=O)CCCn2nc(C)c3sc4ccccc4c3c2=O)CC1	-14%	12%	-8%	3%[2.33 µM]	0%	-9%	2%	5%	4%
O=C1CC(c2ccc(Br)cc2)c2c(ccc3ccccc23)N1 (configuration not stated)	-19%	8%	-34%	?	6%	i	-14%	3%	-35%
COc1ccc(/C=C/c2cc(C(F)(F)F)on2)cc1	-7%	16%	-15%	·	3%	2%	3%	-2%	10%
CCN(CC)c1ccc(NC(=O)C2CCCN(S(=O)(=O)c3cccnc3)C2)c(C)c1 (configuration not stated)	-1%	-7%	?	20µM*	0%	-4%	22%	6%	-32%

Bioassay records as filed in PubChem BioAssay.
